Fh CTSL1 inh – cathepsin L1 inhibition, PFM18AAP counter-screen; AID 1906; 300,000 compounds, 0.49% hits; recombinant F. hepatica cathepsin L1, Z-Leu-Arg-MCA fluorescence; inhibition, % at 5.96 µM;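 active = inhibition above the mean of all tested compounds plus 3 SD, set per screening campaign, cut at about 17% in these data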;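 also: 0% = plate median of test compound wells and 100% = 1 µM Z-Phe-Ala-diazomethylketone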
PP1 inh – counter-screen for PP5 inhibitors: inhibitors of human PP1-alpha; 320,000 compounds, 0.9% hits; P62136; inhibition, % at 6.7 µM; AID 2235; purified PP1alpha, OMFP fluorescence;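 active = inhibition above the mean inhibition of all tested compounds plus 3 SD, computed separately for each screening campaign, cut at about 15% in these data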
Target sequence (P62136 whole entry, looked up): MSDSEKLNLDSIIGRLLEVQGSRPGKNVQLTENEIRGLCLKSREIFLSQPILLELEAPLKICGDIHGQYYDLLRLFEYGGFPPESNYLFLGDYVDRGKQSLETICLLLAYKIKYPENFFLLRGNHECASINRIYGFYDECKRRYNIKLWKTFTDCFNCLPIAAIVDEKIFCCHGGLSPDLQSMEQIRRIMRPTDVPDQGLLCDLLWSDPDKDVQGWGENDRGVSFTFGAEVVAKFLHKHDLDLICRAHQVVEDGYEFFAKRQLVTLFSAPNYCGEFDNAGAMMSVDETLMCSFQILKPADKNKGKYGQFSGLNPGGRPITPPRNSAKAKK
JMJD2C inh – human JMJD2C demethylase inhibition. Q9H3R0. GST-JMJD2C(1-420) H3K9me3 demethylation, DELFIA europium. inhibition, % at 2.35 µM. 330,000 compounds, 0.069% hits;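 active = more than half of a compound's replicate wells show inhibition beyond 50%, single wells judged on their own value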;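 also: signal counts dimethyl H3K9 product captured on neutravidin plate; 0% = median of DMSO wells and 100% = 0.3 times that DMSO median; strong numbers were not always called active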
PP5 inh – blocks human protein phosphatase 5 activity | P53041 | purified PP5c, OMFP substrate fluorescence | inhibition, % at 6.7 µM | 320,000 compounds, 0.18% hits | AID 1987;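 active = inhibition above the campaign's mean inhibition across all tested compounds plus 3 SD, cut at about 9.5% in these data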;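 also: 0% = DMSO only and 100% = 100 µM cantharidin control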
Target sequence (P53041 whole entry, looked up): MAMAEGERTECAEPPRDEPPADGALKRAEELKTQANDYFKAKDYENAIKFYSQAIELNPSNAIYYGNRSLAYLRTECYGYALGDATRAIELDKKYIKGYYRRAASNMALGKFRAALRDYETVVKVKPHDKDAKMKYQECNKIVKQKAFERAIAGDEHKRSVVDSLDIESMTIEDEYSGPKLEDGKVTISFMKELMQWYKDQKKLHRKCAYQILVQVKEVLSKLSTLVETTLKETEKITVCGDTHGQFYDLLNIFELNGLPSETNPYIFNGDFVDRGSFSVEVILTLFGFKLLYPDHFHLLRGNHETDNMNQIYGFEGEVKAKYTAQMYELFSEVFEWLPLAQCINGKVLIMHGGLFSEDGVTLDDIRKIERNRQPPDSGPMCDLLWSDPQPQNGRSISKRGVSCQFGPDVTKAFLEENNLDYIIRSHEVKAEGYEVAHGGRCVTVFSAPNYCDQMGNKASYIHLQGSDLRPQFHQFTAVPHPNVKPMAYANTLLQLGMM
TPT1 inh – inhibitors of Candida albicans tRNA 2'-phosphotransferase TPT1. 300,000 compounds, 0.81% hits. inhibition, % at 5 µM. recombinant caTPT1, FP RNA substrate dephosphorylation;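 active = inhibition above the mean of all tested compounds plus 3 SD, set per screening campaign, cut at about 24% in these data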;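 also: plate controls were DMSO alone for no effect and ferristatin control at 100 nM for full effect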
Efflux pump inh – antifungal efflux pump inhibition, Nile Red retention. S. cerevisiae Candida pump triplex. inhibition, % at 10 µM. 330,000 compounds, 0.44% hits. AID 485275;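 active = plate passing quality check with inhibition over a set limit, or well fluorescence over plate mean plus 4 SD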;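 also: Nile Red retained in pooled yeast measured as flow cytometry median fluorescence; 0% = buffer negative control and 100% = Enniatin B positive control; higher means more Nile Red kept so more efflux inhibition; some compounds called inactive have numbers as strong as hits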
proCasp3 act – procaspase-3 (human) activation; P42574; recombinant procaspase-3 D3A, Ac-DEVD-pNA absorbance 405 nm; activation, % at 8.5 µM; 330,000 compounds, 0.11% hits; AID 463141;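 active = activation above the mean of all tested compounds plus 3 SD, cut at about 21% in these data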;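 also: 0% = DMSO alone and 100% = DMSO wells spiked with extra 5 µM PC-3 D3A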
Target sequence (P42574 whole entry D9A/D28A/D175A): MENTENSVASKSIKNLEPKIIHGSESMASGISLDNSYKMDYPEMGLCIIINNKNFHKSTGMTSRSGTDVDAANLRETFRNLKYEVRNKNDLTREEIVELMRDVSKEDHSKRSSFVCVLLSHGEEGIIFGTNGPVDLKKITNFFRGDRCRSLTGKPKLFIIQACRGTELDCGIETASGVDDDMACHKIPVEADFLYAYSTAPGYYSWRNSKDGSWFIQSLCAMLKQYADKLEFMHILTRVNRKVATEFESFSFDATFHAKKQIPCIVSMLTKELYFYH
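System: Procaspase-3 D3A mutant. Medium: Zinc-free 300 mM NaCl, 50 mM HEPES, 0.01% Triton X-100. Schedule: 1 h preincubation plus 2 h reaction at 25 °C. Measured by: 405 nm absorbance of p-nitroaniline, reads at 0 and 120 min. Read-out: percent activation relative to control range.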
HCV core dimer – blocks dimerization of HCV core protein; TR-FRET GST/Flag-core106 dimerization, 1536-well; inhibition, % at 5 µM; 300,000 compounds, 0.33% hits; AID 1899;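 active = inhibition above the mean of all tested compounds plus 3 SD, set per screening campaign, cut at about 45% in these data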
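Material: Tagged HCV core106 pair (GST and Flag) | Amount: GST-core106 13.5 nM, Flag-core106 17 nM | Medium: KF-containing HEPES buffer, pH 7.45, DTT, CHAPS, BSA | Reagent: Eu donor and XL665 acceptor anti-tag antibodies | Schedule: 4 h at 22.5 °C | Technique: Time-resolved FRET, ex 340 nm, em 617 and 671 nm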
proCasp7 act – activates human procaspase-7, counter-screen for procaspase-3 activators | recombinant procaspase-7, Ac-DEVD-pNA absorbance 405 nm; D23A/D198A/D206A triple mutant, cannot self-cleave; scale: DMSO 0, 5 µM enzyme 100 | AID 463210 | 330,000 compounds, 0.093% hits | activation, % at 8.5 µM;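 active = percent activation above the screen-wide mean plus 3 SD, cut at about 25% in these data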
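signal = Epi-absorbance of released pNA at 405 nm, two timepoints | assay system = Uncleavable procaspase-7 mutant enzyme | reagent = Ac-DEVD-pNA substrate, 400 µM as added | times = 1 h enzyme–compound preincubation and 2 h substrate reaction, both 25 °C | benchmarks = low DMSO alone, high DMSO plus 5 µM PC-7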
* = called active by the depositor; / = not tested or not shown; & = joins results of further samples. Not a hit list; overall some 2.9% were active at least once.

SMILES	Fh CTSL1 inh	PP1 inh	JMJD2C inh	PP5 inh	TPT1 inh	Efflux pump inh	proCasp3 act	HCV core dimer	proCasp7 act
Cc1nnc(Cn2cnc3c2c(=O)n(C)c(=O)n3C)o1	3	-4	10	2.5	1	-0.1	-1	8	6
Cc1cc(=O)[nH]c(SCC(=O)N2CCCc3ccccc32)n1	-3	-6	-6	-1.4	-2	0.0	0	-2	-8
Cc1cnc(C(=O)Nc2nnc(C3CC3)s2)cn1	-1	-2	5	2.0	-2	-0.1	2	0	3
CN(C)CCn1c(=O)n(Cc2ccccc2)c(=O)c2c3c(sc21)CCCCC3	-3	0	-18	1.9	-3	0.0	-9	-9	-5
COc1ccc(C2C(C(C)=O)=C(C)Nc3ncnn32)c(OC)c1OC (stereo unspecified)	-1	-3	0	1.4	-5	-0.3	8	-6	-10
COc1ccc(NC(=O)OCCN2CCN(Cc3ccccc3)CCC2=O)cc1	-3	-9	0	-0.6	3	0.2	3	-14	11
COc1ccc(CS(=O)c2nc(C)cc(C)c2S(C)(=O)=O)cc1 (stereo unspecified)	-5	-2	3	0.2	-4	-0.2	-3	-4	6
C/C(=N\NC(=O)C1CCCN(S(=O)(=O)c2ccccc2)C1)c1ccccn1 (stereo unspecified)	2	-2	11	1.3	-4	-0.1	0	-9	0
Cc1ccc2nc(NC(=S)NC(=O)c3cccs3)sc2c1	6	1	4	0.0	4	0.2	3	0	-5
OCCN(CC#CC(O)(c1ccccc1)c1ccccc1)CCO	2	-4	-6	-1.1	-3	-0.1	3	-3	1
CC(C)(C)NC(=S)NCc1ccc2c(c1)OCO2	-2	4	3	2.1	1	0.2	-4	0	0
O=C(COc1ccc2ccc(=O)oc2c1)NC1CCCC1	-2	-2	-2	2.3	-1	-0.5	5	-4	-1
CCC(=O)N(CCC1(C(C)C)CCOC(C)(C)C1)Cc1ccco1 (stereo unspecified)	-3	1	10	2.5	-1	0.3	-7	2	14
O=C1NC2(CCCc3ccccc32)C(=O)N1CCOc1ccc(Br)cc1 (stereo unspecified)	5	3	-6	2.9	2	0.0	-4	10	-7
Cc1c(NC(=S)NC(=O)C(C)(C)C)c(=O)n(-c2ccccc2)n1C	-2	-5	2	-1.7	1	-0.1	-4	5	2
Cc1ccc(C(=O)O/N=C/c2ccc(N(C)C)cc2)cc1	5	-2	-12	-0.9	1	0.0	9	-1	4
Cc1cc(C)n2nc(SCc3nnc(SCc4ccccc4)s3)nc2n1	2	-1	1	-0.1	-4	-0.1	-2	0	-3
COc1ccccc1N1C(=O)CC(N2CCN(c3ccc(F)cc3)CC2)C1=O (stereo unspecified)	-3	-4	4	-0.8	3	-0.2	4	3	-4
O=C(CCS(=O)(=O)c1ccc(Br)s1)N1CCc2ccccc21	2	-1	-19	-0.4	-1	0.0	-1	-6	-1
COCC(=O)OCc1cc2cccc(C)c2[nH]c1=O	-3	-2	-4	-2.3	2	0.0	5	-1	9
CCOc1ccccc1C(=O)Nc1nnc(CC)s1	-1	-1	13	0.7	1	0.1	-6	-5	-1
CCCCC(=O)Nc1nnc(-c2ccc(OC)cc2)s1	-1	5	6	2.7	0	0.0	1	10	10
O=C(CN1CCOCC1)N/N=C/c1cc2ccccc2nc1Cl	0	2	-4	0.3	-1	-0.1	0	-2	10
COc1cc(C2C(C#N)=C(N)Oc3cc(N)ccc32)cc(OC)c1OC (stereo unspecified)	-4	0	15	0.7	11	-0.2	-10	1	-27
O=C(Nc1ccc2c(c1)OCCO2)c1cnn(-c2ccccc2)n1	/	-5	5	-0.3	/	0.1	7	/	8

Given in markdown: entries from further up.
| canonical_smiles | Fh CTSL1 inh | PP1 inh | JMJD2C inh | PP5 inh | TPT1 inh | Efflux pump inh | proCasp3 act | HCV core dimer | proCasp7 act |
| --- | --- | --- | --- | --- | --- | --- | --- | --- | --- |
| Cc1cc(=O)[nH]c(SCC(=O)N2CCCc3ccccc32)n1 | -3 | -6 | -6 | -1.4 | -2 | 0.0 | 0 | -2 | -8 |
| Cc1cnc(C(=O)Nc2nnc(C3CC3)s2)cn1 | -1 | -2 | 5 | 2.0 | -2 | -0.1 | 2 | 0 | 3 |
| CN(C)CCn1c(=O)n(Cc2ccccc2)c(=O)c2c3c(sc21)CCCCC3 | -3 | 0 | -18 | 1.9 | -3 | 0.0 | -9 | -9 | -5 |
| COc1ccc(C2C(C(C)=O)=C(C)Nc3ncnn32)c(OC)c1OC (stereo unspecified) | -1 | -3 | 0 | 1.4 | -5 | -0.3 | 8 | -6 | -10 |

The results go on:
SMILES	Fh CTSL1 inh	PP1 inh	JMJD2C inh	PP5 inh	TPT1 inh	Efflux pump inh	proCasp3 act	HCV core dimer	proCasp7 act
COc1ccc(-c2nc(C#N)c(N3CCC(C(N)=O)CC3)o2)cc1	3	-11	-10	2.1	1	0.2	2	1	-6
CC(NC(=O)c1ccc(Cl)s1)C1CCCO1 (stereo unspecified)	0	-2	-2	-0.3	0	0.2	6	-3	2
O=C(CCC(=O)Nc1ccc(F)cc1)N/N=C/c1c[nH]c2ccccc12	1	4	19	3.2	-1	-0.1	1	-1	1
CCn1cc(C(=O)O)c(=O)c2cnc(N3CCN(C(=S)NC(=O)c4ccc(Cl)cc4Cl)CC3)nc21	1	4	-1	0.3	-1	0.1	-4	6	0
COc1cc(NC(=O)Cn2nc(C(F)(F)F)c3c2CCCC3)cc(OC)c1OC	-2	-3	4	0.8	-4	-0.1	-1	-4	14
C/C(CCc1ccccc1)=N\NC(=O)COc1ccccc1C	-3	-1	14	1.8	1	-0.1	8	-6	3
O=C1c2ccccc2C(=O)N1CCCCN(C(=O)c1ccco1)c1ccc(Cl)cc1	-3	9	-14	3.8	0	0.1	-6	4	9
Cc1[nH]c(C)c(S(=O)(=O)N2CCN(c3ccc(Cl)cc3)CC2)c1C(=O)N1CCCC1	-1	-3	-1	-3.5	-1	0.1	-9	3	5
Cc1cccc(OCC(=O)N/N=C/CC(C)c2ccccc2)c1C (stereo unspecified)	1	4	7	1.9	-1	-0.6	4	7	0
Cc1ccc(OCC(=O)Nc2ccc(NC(=O)c3cccs3)cc2)c(C)c1	0	2	10	-0.6	-2	-0.3	-2	7	4
CCOc1ccccc1C(=O)NCC(=O)NCCCc1ccccc1	-2	-9	14	-2.4	3	-0.3	-7	0	10
Cc1cc(C)c2c(N)c(C(=O)c3ccc(Cl)c(Cl)c3)sc2n1	2	4	-3	1.8	2	0.1	1	16	7
Cc1nn(CC#N)c(=O)n1-c1ccccc1F	6	-4	14	1.7	2	0.1	-8	-1	6
CSc1nc(N)nc(C2CC2)n1	1	-1	10	0.1	5	0.1	3	2	1
C=CCn1c(SCC(=O)Nc2ccccc2OC)nnc1-c1ccccn1	-2	-4	-8	2.8	2	0.0	1	2	-3
CN(C)CCCNc1ncnc2oc(-c3ccccc3)c(-c3ccccc3)c12	-6	1	8	1.4	-2	0.0	-2	-2	10
O=C(c1ccc(Cl)cc1)C1CCN(C(=O)NC2CCCCC2)CC1	-1	0	0	0.4	-2	0.0	7	5	6
Cc1ccc(N2C(=O)c3ccccc3C2Nc2cccnc2)nc1 (stereo unspecified)	4	1	5	0.6	2	0.1	4	5	9
CC1CCC(C(=O)NC(C(=O)Nc2ccccn2)C(C)C)CC1 (stereo unspecified)	-4	1	3	-0.2	-3	0.2	5	10	7
CN(C(=O)COC(=O)C(C)(C)Oc1ccc(Cl)cc1)c1c(N)n(Cc2ccccc2)c(=O)[nH]c1=O	3	-5	-10	0.2	0	0.0	5	0	4
CCN(CC)S(=O)(=O)c1ccc(C(=O)NCc2n[nH]c(=S)n2-c2ccccc2OC)cc1	0	-5	2	1.3	1	0.1	-2	-1	-2
COc1ccc(-c2nc(NC(=O)c3ccc(OCC(=O)N4CCOCC4)c(OC)c3)sc2C)cc1	0	2	-3	2.2	-3	-0.1	-3	2	7
CC(=O)c1c(C)[nH]c(C(=O)OCC(=O)Nc2sc3c(c2C#N)CCC(C)C3)c1C (stereo unspecified)	0	4	-10	4.9	4	0.2	6	24	1
CCCn1c(=S)[nH]c2cc(C(=O)N3CCc4ccccc43)ccc2c1=O	2	1	-2	3.2	4	0.1	-4	4	0
CN(C)c1ccc(/C=N/NC2=NS(=O)(=O)c3ccccc32)cc1	-2	0	1	2.0	21	-0.1	-3	-31	-6

(next part)
SMILES	Fh CTSL1 inh	PP1 inh	JMJD2C inh	PP5 inh	TPT1 inh	Efflux pump inh	proCasp3 act	HCV core dimer	proCasp7 act
COc1ccccc1CN1CC(C(=O)NC2CCOCC2)CCC1=O (stereo unspecified)	-2	-2	16	-0.8	1	0.1	-2	4	6
COc1ccccc1NC(=O)COC(=O)c1ccc([N+](=O)[O-])s1	22*	2	-5	1.6	2	-0.2	-7	-6	-3
C/C(=N\OCC(=O)Nn1c(C)nc2ccccc2c1=O)c1cccs1	-1	-2	1	-2.3	-2	0.0	-6	1	1
O=C(COc1ccc(F)cc1)Nc1nnc(C2CCCCC2)s1	2	0	5	1.3	-4	0.1	-4	6	5
O=C(Nc1ccc(Oc2ccccc2)nc1)C1CCN(Cc2ccco2)CC1	1	-2	9	0.4	0	0.0	-5	9	16
CC1CC(C)(C)NC(=S)N1CCCC(=O)Nc1ccc(Br)cc1 (stereo unspecified)	-1	-5	-7	0.2	-1	0.1	-7	-3	-7
COc1cccc(NC(C)(C)c2nnnn2-c2c(C)cccc2C)c1	3	-2	-7	-0.2	0	-0.1	-8	3	-1
CCOc1ccc(S(=O)(=O)NN=C(C)c2cccnc2)cc1	/	/	7	/	/	0.1	3	/	-1
CCCCCN(C(=O)CCC(=O)OCC(=O)NC1CCC(C)CC1)c1c(N)n(CCCC)c(=O)[nH]c1=O (stereo unspecified)	4	-4	-4	1.4	3	0.1	6	-4	3
CC(C)CN1CCN(Cc2ccc(C#CC(C)(C)O)cc2)CC1CCO (stereo unspecified)	-1	-2	-1	3.7	2	-0.2	6	-2	6
CC1CCCCC1NC(=O)CN1CCN(Cc2ccccc2Cl)C1=O (stereo unspecified)	-4	-3	4	2.0	-2	-0.8	4	-7	-3
Cc1cc(C)c(C#N)c(SCC(=O)N2CCN(Cc3ccccc3)CC2)n1	2	-3	7	1.5	-5	0.1	-7	-3	1
COc1ccc(C)cc1-n1nnnc1SC/C(O)=C(\C#N)c1nc2ccccc2[nH]1	11	-2	-18&41	1.9	10	-0.1	-7	9	-6
O=C(Nc1nc2ccc(S(=O)(=O)N3CCCCC3)cc2s1)c1cccnc1	3	1	-6	2.6	4	0.2	-1	21	0
O=C(CCCOC(=O)c1ccc(O)cc1O)c1ccc(F)cc1	-5	-1	4	0.3	-2	-0.1	-20	-11	16
CC(CNC(=O)c1ccc(NC2=NC3CS(=O)(=O)CC3S2)cc1)c1ccccc1 (stereo unspecified)	1	2	-12	-0.2	-2	-0.1	4	-3	4
Cc1ccc2c(Cl)c(C(=O)NCCc3ccccc3)sc2c1	-1	4	5	2.7	0	-0.1	5	-3	1
